Compound activity: PubChem, The Scripps Research Institute Molecular Screening Center
TEAD-YAP block: TEAD-YAP interaction inhibition. HEK-TIYL cells, TEAD-Gal4/YAP UAS-luciferase luminescence. inhibition, % at 9.12 µM. actives 1.4% (n = 640,000); in the data active = inhibition above about 32%;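 note: 0% = median of test compound wells and 100% = reference inhibitor wells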
GPR151 ag: activates the human receptor GPR151; Q8TDV0; PathHunter beta-arrestin GPR151 cells, luminescence; activation, % at 11.2 µM; actives 1% (n = 650,000); AID 1508602; in the data active = activation above about 4.9%;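 note: 0% = median of compound wells and 100% = cells with positive control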
Target sequence (Q8TDV0 whole entry, looked up): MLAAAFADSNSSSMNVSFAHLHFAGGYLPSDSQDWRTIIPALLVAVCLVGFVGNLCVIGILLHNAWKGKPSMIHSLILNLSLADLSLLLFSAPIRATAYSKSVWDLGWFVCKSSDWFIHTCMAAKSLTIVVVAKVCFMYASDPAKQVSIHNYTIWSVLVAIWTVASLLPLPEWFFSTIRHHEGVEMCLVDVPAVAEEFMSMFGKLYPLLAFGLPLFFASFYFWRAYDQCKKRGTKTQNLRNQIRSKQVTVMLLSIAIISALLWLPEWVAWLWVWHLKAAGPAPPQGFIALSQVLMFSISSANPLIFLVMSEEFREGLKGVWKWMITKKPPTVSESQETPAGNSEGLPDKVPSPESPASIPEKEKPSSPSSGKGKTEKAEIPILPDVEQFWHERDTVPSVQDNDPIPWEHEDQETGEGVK
FBW7 act: human FBW7 E3 ligase activation, primary screen; actives 0.13% (n = 650,000); Q969H0; AlphaScreen FBW7–phospho-cyclin E peptide binding, activator screen; normalized activity (activation), % at 26.1 µM; in the data active = normalized activity above about 1.9%;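 note: purified mutant Fbw7 with reduced substrate affinity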
MITF inh: human MITF inhibition, primary screen. O75030. AlphaScreen MITF homodimerization, bead proximity signal. inhibition, % at 2.6 µM. actives 0.91% (n = 650,000). AID 1259374; in the data active = inhibition above about 50%;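 note: 0% = vehicle wells with protein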
Target sequence (O75030 whole entry, looked up): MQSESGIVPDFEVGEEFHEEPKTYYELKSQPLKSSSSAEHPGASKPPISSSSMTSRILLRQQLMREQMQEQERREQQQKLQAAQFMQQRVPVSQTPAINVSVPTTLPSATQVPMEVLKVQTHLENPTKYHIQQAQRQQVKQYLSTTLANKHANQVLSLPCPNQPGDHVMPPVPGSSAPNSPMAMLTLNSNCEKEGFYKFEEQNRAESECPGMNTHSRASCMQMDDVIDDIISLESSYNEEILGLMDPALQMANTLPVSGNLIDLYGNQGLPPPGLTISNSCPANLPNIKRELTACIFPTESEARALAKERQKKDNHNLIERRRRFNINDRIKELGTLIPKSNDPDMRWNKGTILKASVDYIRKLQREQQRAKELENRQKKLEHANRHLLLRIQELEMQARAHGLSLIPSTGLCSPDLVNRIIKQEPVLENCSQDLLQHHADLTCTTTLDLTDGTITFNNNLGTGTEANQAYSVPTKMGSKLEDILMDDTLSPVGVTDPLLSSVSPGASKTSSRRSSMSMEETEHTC
An asterisk follows results filed as active.

SMILES	TEAD-YAP block	GPR151 ag	FBW7 act	MITF inh
COc1cccc(CNC(=O)C2CCN(c3ccc(N4CCOCC4)nn3)CC2)c1	-7	-1.0	0.0	1
COc1ccc(CC(=O)N2CCc3nc(N4CCCCC4)[nH]c(=O)c3C2)cc1	0	-0.4	0.0	-14
Cc1ccc2c(c1)-c1c(cnn1CC(=O)NCCN1CCOCC1)CO2	4	-0.1	0.5	1
O=C(Cn1cc(NC(=O)c2ccco2)cn1)NCc1ccc(N2CCOCC2)cc1	-7	1.5	0.1	-22
COc1cccc2cc(C(=O)C3=C(O)C(=O)N(CCCN(C)C)C3c3ccncc3)oc12 (stereo unspecified)	1	-0.4	0.0	5
NS(=O)(=O)c1ccc(NC(=S)NC(=O)c2ccc(-c3ccccc3)cc2)cc1	-5	0.7	-0.2	-20
Nc1c(C(=O)c2ccc(OC(F)F)cc2)oc2ccccc12	-25	-0.4	0.4	-2
CCCCC(=O)OCC(=O)Nc1ccc(S(N)(=O)=O)cc1	-1	2.8	-0.2	4
O=c1oc2ccccc2cc1-c1csc(Nc2c(F)cccc2F)n1	-7	-0.7	0.0	5
Cc1c(-c2cccc(NC(=O)C3c4ccccc4Oc4ccccc43)c2)nc2ncccn12	0	-1.4	0.3	-7
O=C1NN(c2ccccc2)C(=O)C2C3c4ccccc4C(c4ccccc43)C12 (stereo unspecified)	7	0.5	0.0	4
CN(Cc1cccs1)C(=O)CN1C(=O)c2ccccc2S1(=O)=O	-5	1.9	0.0	0

Entries of single compounds as entered above:
`NS(=O)(=O)c1ccc(NC(=S)NC(=O)c2ccc(-c3ccccc3)cc2)cc1` as listed: TEAD-YAP block: -5; GPR151 ag: 0.7; FBW7 act: -0.2; MITF inh: -20
`O=C(Cn1cc(NC(=O)c2ccco2)cn1)NCc1ccc(N2CCOCC2)cc1` as listed: TEAD-YAP block: -7; GPR151 ag: 1.5; FBW7 act: 0.1; MITF inh: -22
`O=C1NN(c2ccccc2)C(=O)C2C3c4ccccc4C(c4ccccc43)C12` (stereo unspecified) as listed: TEAD-YAP block: 7; GPR151 ag: 0.5; FBW7 act: 0.0; MITF inh: 4

Continued.
SMILES	TEAD-YAP block	GPR151 ag	FBW7 act	MITF inh
O=[N+]([O-])c1ccc(CSCc2ccccc2)cc1	16	-0.6	-0.2	3
O=C1CN(S(=O)(=O)c2ccc(F)c(F)c2)CC(=O)N1CCc1ccccc1	4	-1.0	0.4	10
CC(C)c1ccc(NC(=O)C(=O)NCc2ccccc2)cc1	-4	4.2	-0.1	3
O=C(CCC1CCCCC1)Nc1ccccc1F	-34	0.1	0.0	0
Cc1nn(CC(=O)N2CCN(C)CC2)c(=O)c2ccccc12	0	-0.2	-0.1	15
CCC(Sc1nnc(NC(C)=O)s1)C(=O)Nc1ccc(Cl)cc1 (stereo unspecified)	18	-0.6	0.2	14
O=C(CCC1(Cc2ccc3ccccc3c2)CCC(=O)N1)NC(C1CC1)C1CC1 (stereo unspecified)	8	0.1	-0.1	6
O=C(NCCC1=CCCCC1)c1ccc2c(=O)n(-c3ccc(F)cc3)c(=S)[nH]c2c1	-7	-0.3	0.0	-5
Oc1ccc(Br)cc1CNc1nccs1	-1	0.1	0.0	7
COc1cccc(CN2CCN3C(=O)[C@H](Cc4ccc(Cl)cc4)NC(=O)[C@H]3C2)c1	13	0.2	-0.2	1
COc1ccc(NC(=O)CCn2cnc3ccccc3c2=O)cc1OC	-5	0.4	-0.2	8
O=C(CSc1nnc2ccc(-c3ccco3)nn12)c1ccccc1	-9	1.2	0.4	6
COCc1nc2cccnc2n1C1CCN(C(C)CCc2ccc(O)cc2)CC1 (stereo unspecified)	1	1.5	0.1	21
N#Cc1cc2cc3c(cc2nc1NCCCNC(=O)Nc1ccc(F)cc1F)OCO3	-2	-0.7	-0.2	-5
Cc1ccc(OCC(O)Cn2cnc3ccccc32)c(C)c1 (stereo unspecified)	-87	-0.9	0.0	-1
COc1cc(C2/C(=C(/O)c3ccc(C)cc3)C(=O)C(=O)N2CCCC(=O)O)ccc1O (stereo unspecified)	-7	-1.2	-0.3	-10
Cn1cc(Cl)c(C(=O)NC(=S)Nc2sc3c(c2C#N)CCCCC3)n1	-14	1.0	0.2	4
COc1cccc(C(=O)N2CCN3C(=O)[C@@H]4C[C@@H](O)CN4C(=O)[C@H]3C2)c1	6	1.5	0.1	5
Cc1nc2ccccn2c1-c1nc(-c2ccc3c(c2)OCO3)cs1	-9	-0.2	-0.1	-12
Cc1ccc(CNC(=O)CCCn2c(=O)[nH]c3ccsc3c2=O)cc1	-2	0.4	0.0	-1
CCN(CC)S(=O)(=O)c1cccc(C(=O)Nc2ccccc2C(=O)NC2CCCCC2)c1	-18	-0.9	0.7	17
O=C(CSc1ccc(-c2ccc(F)cc2)nn1)Nc1c[nH]c(=O)[nH]c1=O	-8	-1.2	-0.1	-1
C/C(=N\NC(=O)CCc1c(C)n[nH]c1C)c1ccc(N)cc1	-71	-1.3	0.8	24
COc1ccc(Cl)cc1NC(=O)c1cc(S(=O)(=O)NCc2ccccc2Cl)ccc1F	-15	0.4	-0.1	5
COCCn1c(SCC(=O)NCC2CCCO2)nnc1-c1c[nH]c2ccccc12 (stereo unspecified)	4	-0.4	0.2	9
COc1ccc(O)c(C(=O)c2cnn(C(=S)Nc3ccccc3)c2N)c1	7	2.5	0.0	8
COc1cccc(CN2CCc3nc(SCc4nc(-c5ccc(C)cc5)oc4C)[nH]c(=O)c3C2)c1	-2	0.9	-0.1	-2
CCN1C(=O)/C(=C/c2ccc(-c3ccc(Br)cc3)o2)N(CC)C1=S	0	0.9	0.3	-10
C/C(CC12CC3CC(CC(C3)C1)C2)=N\NC(N)=O	-7	1.7	0.2	53*
Cc1ccn2c(CNC(C)c3ccccc3)c(C(=O)N3CCCCCC3)nc2c1 (stereo unspecified)	-20	4.4	0.1	5
CC1=C2C(=NCCN1)C(=O)N(c1ccccc1)C2c1cccs1 (stereo unspecified)	-7	3.9	-0.2	-1
COc1ccc(C(=O)Nc2ccc(Cc3ccncc3)cc2)cc1	4	0.8	0.1	6
Cc1ccc2cc3cc(C(=O)NC(C)C)sc3nc2c1	-30	0.6	0.0	-9
CC(C(=O)O)N1C(=O)C2CC=C(Cl)CC2C1=O (stereo unspecified)	6	1.9	-0.2	11
c1ccc(CN2CCC(Nc3nc(-c4ccccc4)nc4c3ncn4-c3ccccc3)CC2)cc1	1	-1.0	0.0	12
COc1ccc(-c2nc3ccccc3n2CCOc2ccccc2)cc1	-51	-0.9	0.8	10
O=C(C(Sc1ccccc1)c1ccccc1)N1CCOCC1 (stereo unspecified)	7	2.3	-0.1	-8
Cc1cc(NC(=O)c2cccc(S(=O)(=O)N3CCCC3)c2)no1	1	-1.3	0.3	0
CCOc1cc2c(C#N)c(N3CCNCC3)nc(N)c2c(N)n1	-5	-0.7	0.0	-4
O=C(Nc1ccc(NC(=O)c2ccc(Br)o2)cc1)c1ccco1	-10	-0.2	0.3	9
O=C(Nc1ccc(S(=O)(=O)N2CCc3ccccc32)cc1)C(c1ccccc1)c1ccccc1	4	1.1	-0.1	1
C/C(=N\NC(=O)C(C)Sc1ccccn1)c1cccc(Br)c1 (stereo unspecified)	12	2.4	0.0	12
Cc1onc(-c2c(Cl)cccc2Cl)c1C(=O)Nc1nc2ccc([N+](=O)[O-])cc2s1	49*	-0.9	-0.2	-10
Cc1cccc(Nc2ccc(C(=O)O)cc2[N+](=O)[O-])c1	2	0.1	-0.1	0
O=C(Nc1cccc(Cl)c1)c1ccc2c(=O)n(Cc3ccccc3)c(SCc3cccc([N+](=O)[O-])c3)nc2c1	0	1.2	-0.1	12
Oc1ccc(Br)cc1CN1CCN(Cc2ccc3c(c2)OCO3)CC1	5	-0.8	-0.1	25
Cc1ccccc1OCC(=O)NN	8	1.4	-0.1	5
CC(C)(C)C(=O)Nc1ccc(C(=O)OC2CCCCC2)cc1	-12	-0.9	0.2	24
CCOc1cccc(CN2CCN(Cc3cccc(OC)c3)C(CCO)C2)c1O (stereo unspecified)	3	-0.3	0.0	3
Cc1ccc(F)c(Nc2ccc3c(cnn3-c3cc(C(=O)NCCN4CCOCC4)ccn3)c2)c1	8	0.8	0.0	11
O=C(Oc1ccc(F)cc1)c1cccs1	-8	0.2	0.1	1
COc1ncc(-c2cnc3ccc(NCC4CC4)nn23)c(OC)n1	-25	0.3	0.0	-6
COc1ccc(-c2nc3c(NCCOc4ccccc4)ncnc3n2C(C)C)cn1	-5	0.2	-0.2	-6
COc1cc(OC)c(OC)cc1/C=C1\N=C(c2ccc(C(C)(C)C)cc2)OC1=O	12	-0.5	0.2	11
O=Cc1ccc(-c2nccnc2NS(=O)(=O)c2ccccc2)cc1	-5	-0.1	0.2	-10
Cc1ccc(-c2n[nH]c(=O)c3ccccc23)cc1S(N)(=O)=O	6	-0.4	0.1	13
O=C1NCCN(Cc2ccc(F)c(F)c2)C1CC(=O)N1CCc2ccccc2C1 (stereo unspecified)	-6	-0.3	0.0	0
O=C(Nc1ccc(Cn2ccnc2)cc1)c1cccc(-n2cc(NC(=O)C3CCc4ccccc43)cn2)c1 (stereo unspecified)	37*	-0.8	-0.2	-3
COc1ccc(C(C#N)c2cc(C)nc3ncnn23)cc1 (stereo unspecified)	-3	-0.7	-0.2	-5
CC(=O)Nc1ccc(Nc2cc(C)nc(N3CCc4ccccc4C3)n2)cc1	18	-0.1	-0.1	10
Remaining list, next part:
SMILES	TEAD-YAP block	GPR151 ag	FBW7 act	MITF inh
COc1ccc(/C(C)=N\Oc2cc(Cl)ncn2)cc1OC	9	-0.6	0.0	0
CCCc1c(C)nc2c(C(=O)NCc3ccc(OC)cc3)c[nH]n2c1=O	-4	0.3	0.8	10
O=C(NC(NCC1CCCO1)C(Cl)(Cl)Cl)c1ccco1 (stereo unspecified)	-4	0.0	-0.3	-13
O=S(=O)(c1ccccc1)N(CCO)Cc1ccccc1	-14	-0.4	0.0	6
C/C(=N\N=C1/NC(=O)CC(C(=O)Nc2ccc(C(=O)O)cc2)S1)c1cccs1 (stereo unspecified)	-1	0.1	0.7	9
CCOC(=O)c1c(C)[nH]c(C)c1C(=O)COC(=O)c1cc(Cl)cc(Cl)c1N	-2	1.4	0.2	9
CCN(CC)Cc1c(O)ccc2c(=O)c(-c3ccc(OC)c(OC)c3)c(C(F)(F)F)oc12	-1	-0.7	0.1	17
CC1=NN2C(=N)/C(=C\c3cccc(OCCOc4cc(C)cc(C)c4)c3)C(=O)N=C2S1	-9	0.1	-0.1	-5
O=C(Nc1cccc([N+](=O)[O-])c1)c1ccc(Cl)cc1	-16	3.4	0.0	-23
CCNC(=O)O/N=C(\N)c1ccc(Cn2cc(C(F)(F)F)ccc2=O)cc1	14	1.3	-0.2	3
Cc1nc(N2CCOCC2)c2c(C)c(C(=O)N3CCC4(CC3)OCCO4)sc2n1	-1	-1.1	0.0	2
O=C(O)CCC(=O)Nc1sc2c(c1C(=O)O)CCCC2	16	-0.1	-0.1	11
Cc1ccc(NC(=O)Cn2cnc3sc(C(=O)N(C)C4CCCCC4)c(C)c3c2=O)cc1Cl	-1	-0.6	-0.2	-1
CCCCC(CCC(=O)Nc1cccc(C(=O)O)c1)C(=O)O (stereo unspecified)	-3	-0.4	0.2	24
O=C(NCc1cccs1)c1cccc(Br)c1	-12	0.0	-0.3	6
CCN(CC)c1ncnc2sc3c(c12)CCCC3	-9	-1.1	0.5	-7
COc1ccc(-n2c(C)nc3nc4c(c(-c5ccccc5)c32)CCCC4)cc1	3	3.8	-0.2	-9
CC(CCc1ccccc1)N=Cc1c(O)[nH]c(=O)[nH]c1=O (stereo unspecified)	2	-0.8	-0.1	-4
CCOC(=O)C1CN(S(=O)(=O)c2cc(OC)ccc2OC)C1	7	-1.0	0.2	-14
CCCCNC(=O)c1cc(-c2ccco2)on1	-86	-0.7	0.3	13
CC(C)c1ccc(Cc2cc(C(=O)N3CCSCC3)on2)cc1	-32	1.0	0.1	14
C=CCOC(=O)C1C(=O)CC(C)(O)C(C(=O)OCC=C)C1c1ccc(CC)cc1 (stereo unspecified)	5	-1.2	-0.2	1
O=C1Nc2c(Cl)cccc2C1=O	5	0.1	0.0	6
COc1ccccc1CC(=O)NCC1COc2ccccc2O1 (stereo unspecified)	-2	5.7*	0.1	13

In the list so far, five have a nitro group on carbon.
SMILES	TEAD-YAP block	GPR151 ag	FBW7 act	MITF inh
O=[N+]([O-])c1ccc(CSCc2ccccc2)cc1	16	-0.6	-0.2	3
Cc1onc(-c2c(Cl)cccc2Cl)c1C(=O)Nc1nc2ccc([N+](=O)[O-])cc2s1	49*	-0.9	-0.2	-10
Cc1cccc(Nc2ccc(C(=O)O)cc2[N+](=O)[O-])c1	2	0.1	-0.1	0
O=C(Nc1cccc(Cl)c1)c1ccc2c(=O)n(Cc3ccccc3)c(SCc3cccc([N+](=O)[O-])c3)nc2c1	0	1.2	-0.1	12
O=C(Nc1cccc([N+](=O)[O-])c1)c1ccc(Cl)cc1	-16	3.4	0.0	-23

The listing continues:
SMILES	TEAD-YAP block	GPR151 ag	FBW7 act	MITF inh
O=C(NCc1ccc(F)cc1)NCc1ccsc1	-17	1.7	0.3	10
COc1ccc(C(=O)n2ncn(C)c2=S)cc1	-4	1.8	0.1	13
Cc1nn(CCCC(=O)Nc2c(C)n(C)n(-c3ccccc3)c2=O)c(C)c1[N+](=O)[O-]	5	0.1	0.0	11
CS(=O)(=O)N(CC(=O)Nc1ccc2ccccc2c1)c1ccc(Cl)cc1	-2	0.4	-0.2	-6
COc1ccc(-c2cc(=O)c3cc(C)ccc3o2)cc1OC	-36	3.4	0.7	22
O=C(Cc1ccc(Br)cc1)N1CCN(c2ccccc2O)CC1	-21	0.6	0.1	12
